PKM2 activator: increases activity of human pyruvate kinase M2; purified PKM2, Kinase-Glo ATP luminescence, activation; response scale: 0% is enzyme alone, no compound; 0.34% of 260,000 active; Potency, µM (top dose mostly 57.5 µM), for inactives: at the highest dose activation, usual class: activators; further: potency means the concentration at half of the fitted maximal effect; on the % scale 0 is the no-effect control and ±100 the full control effect; nearly all actives have a fitted effect of over 55% in size
Target sequence (P14618 whole entry, looked up): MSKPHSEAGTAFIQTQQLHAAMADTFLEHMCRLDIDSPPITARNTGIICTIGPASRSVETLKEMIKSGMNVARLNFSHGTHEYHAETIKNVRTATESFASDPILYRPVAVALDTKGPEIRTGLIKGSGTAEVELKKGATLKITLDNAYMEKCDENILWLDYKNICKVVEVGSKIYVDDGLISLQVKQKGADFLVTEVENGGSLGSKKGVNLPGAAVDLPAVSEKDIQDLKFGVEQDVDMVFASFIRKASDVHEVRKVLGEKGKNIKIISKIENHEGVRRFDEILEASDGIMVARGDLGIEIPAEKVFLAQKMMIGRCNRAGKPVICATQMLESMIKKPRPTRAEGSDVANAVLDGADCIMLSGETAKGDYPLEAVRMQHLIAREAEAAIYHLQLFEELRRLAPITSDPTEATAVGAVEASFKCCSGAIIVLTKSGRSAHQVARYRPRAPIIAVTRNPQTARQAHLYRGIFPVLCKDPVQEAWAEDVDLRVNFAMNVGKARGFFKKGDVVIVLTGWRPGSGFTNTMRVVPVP
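hPK-M2, >95% pure; 0.1 mM ADP / 0.5 mM PEP final; imidazole pH7.2 buffer w/ 7 mM MgCl2, 50 mM KCl; 1 h RT; Kinase-Glo lum. Intermediate enzyme activity for dual inhibitor/activator qHTS.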
hERG WT inh: KCNH2 (human, wildtype) channel inhibition; activity change, % at 1.84 µM; U2OS, BacMam KCNH2, thallium flux FluxOr; hits give low values; 0.37% of 340,000 active; Q12809;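 active means maximum activity change below -70%; inconclusive means maximum activity change between -70% and -50%; inactive means maximum activity change above -50%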; further: on the % scale 0 is the no-effect control and ±100 the full control effect
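U2OS cells transduced with wild-type KCNH2 virus are loaded with FluxOr dye for 45 min, and thallium flux is measured in kinetic reads before and after stimulation buffer. Rate constants are normalized to DMSO controls.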
Giardia kill: Giardia lamblia killing; Giardia lamblia trophozoite viability; activity change, % at 7.66 µM, hits read low; 0.15% of 340,000 active; AID 540267; in the data active means activity change below about -80%; inconclusive means between about -30% and that limit;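 further: parasites exposed to compound for two days anaerobically before the ATP read; on the % scale 0 is the no-effect control and ±100 the full control effect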
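Trophozoites 100 cells/well + cpd; 48 hrs, 37 deg C, anaerobic. ATPLite 1-Step added, 15-30 min RT, luminescence read (ATP-based viability).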
B2AR arrestin: recruits beta-arrestin to the human beta2-adrenergic receptor; beta-arrestin recruitment to beta2AR, cell-based reporter; 0.02% of 330,000 active; Potency, µM (highest dose often 46.1 µM), without a hit: at the highest dose activation, actives largely listed as activators;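 further: potency means the concentration at half of the fitted maximal effect; 0% = DMSO controls and full agonism = EC100 isoproterenol or metaproterenol; nearly all actives have a fitted effect of over 65% in size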
GALK inhibitor: galactokinase (human) inhibition. P51570. Purified GALK, Kinase-Glo residual ATP luminescence. Potency, µM (titrated, usually from 57.5 µM), inactives show top-dose activity change, negative = inhibition, hits mostly inhibitors. 0.007% of 270,000 active; further: potency means the concentration at half of the fitted maximal effect; on the % scale 0 is the no-effect control and ±100 the full control effect
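ATP-depletion format; final 35 uM ATP, 100 uM D-galactose, 5 nM enzyme; pH 8.0 HEPES/Mg2+ buffer; 60 min RT; luminescence read 10 min after detection reagent.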
KCNH2 3.1 block: KCNH2 3.1 (human) potassium channel inhibition; U2OS KCNH2 3.1, thallium flux FluxOr; hits give low values; activity change, % (tested at about 1.8 µM); 0.95% of 340,000 active;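 active means maximum activity change below -70%; inconclusive means maximum activity change from -70% to -50%; inactive means maximum activity change above -50%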;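 further: thallium influx rate constant from kinetic fluorescence after stimulation buffer; on the % scale 0 is the no-effect control and ±100 the full control effect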
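U2OS cells transduced with KCNH2 3.1 mutant virus (1.77 x 10^8 /mL, 4 h), plated overnight at 37 C, loaded 45 min with FluxOr dye plus Red40 quencher. Thallium flux rate constant from kinetic reads after stimulation buffer, normalised to controls.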
USP2a inh: USP2a (human) protease inhibition; Potency, µM (highest dose often 38.3 µM), for the others: at the top dose activity change, negative = inhibition, usual class: inhibitors; O75604; 0.01% of 330,000 active; USP2 core, Ub-CHOP2 coupled fluorogenic reporter, 485/531;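 further: potency means the concentration at half of the fitted maximal effect; plate controls were DMSO wells for no effect and full inhibition by NEM control for full effect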
Target sequence (O75604 whole entry, looked up): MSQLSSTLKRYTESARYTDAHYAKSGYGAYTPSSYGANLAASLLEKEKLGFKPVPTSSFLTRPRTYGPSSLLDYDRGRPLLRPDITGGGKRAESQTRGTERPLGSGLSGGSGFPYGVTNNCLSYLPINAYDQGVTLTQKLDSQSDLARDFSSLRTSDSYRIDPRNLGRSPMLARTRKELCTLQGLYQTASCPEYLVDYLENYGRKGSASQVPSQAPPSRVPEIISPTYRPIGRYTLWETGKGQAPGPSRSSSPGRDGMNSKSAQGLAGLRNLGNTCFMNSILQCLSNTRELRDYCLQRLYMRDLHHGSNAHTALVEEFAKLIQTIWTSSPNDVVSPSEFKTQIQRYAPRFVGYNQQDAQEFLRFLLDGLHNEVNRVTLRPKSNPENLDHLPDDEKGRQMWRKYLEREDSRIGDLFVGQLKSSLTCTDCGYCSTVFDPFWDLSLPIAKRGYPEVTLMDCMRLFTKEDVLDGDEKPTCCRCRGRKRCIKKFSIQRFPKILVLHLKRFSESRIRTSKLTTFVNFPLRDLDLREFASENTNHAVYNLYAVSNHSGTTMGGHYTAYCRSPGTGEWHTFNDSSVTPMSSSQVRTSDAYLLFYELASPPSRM
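Cell-free coupled assay: 10nM USP2 core preincubated 30min RT with compound in Tris-HCl pH 8.0/CaCl2/CHAPS buffer, then 25nM Ub-CHOP2 and 25nM reporter substrate; fluorescence (Ex 485/Em 531) read after 60min RT, normalized to NEM inhibition, concentration-response curves fitted.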
CXXC DNA block: blocks binding of human MLL CXXC domain to DNA. Q03164. MLL-CXXC / FITC-HOXA9 DNA fluorescence polarization. Potency, µM (highest dose often 115 µM), for the others: at the highest dose activity change, negative = inhibition, usual class: inhibitors. 0.037% of 290,000 active. AID 2662; active means well fitted inhibition curve with a large enough effect in the polarisation, with a control signal flat, not every such curve was filed as active; inconclusive means small, poorly fitted or top-dose-only effect, or effect the other way, or a change in a side signal; inactive means no such curve, though single readings can be large or run the other way; the % refers to the polarisation; further: potency means the concentration at half of the fitted maximal effect
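Purified MLL-CXXC (added from a 7 uM solution) was preincubated 5 min at ambient with pinned compounds in 50 mM Tris-HCl pH 7.5, 50 mM NaCl, 1 mM DTT, 0.05% BSA. Fluorescein-labeled HOX-A9 DNA (50 nM solution) followed, 30 min, then polarization read.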
Menin MLL FP TR: menin-MLL binding inhibition, Texas Red mutant peptide; O00255; Menin + Texas Red MLL mutant peptide, fluorescence polarization; Potency, µM (highest dose often 61.6 µM), for the others: top-dose FP activity change, negative = inhibition, usual class: inhibitors; 0.23% of 270,000 active; AID 1768; active means well fitted inhibition curve with a large enough effect in the polarisation, with a control signal flat, not every such curve was filed as active; inconclusive means small, poorly fitted or top-dose-only effect, or effect the other way, or a change in a side signal; inactive means no such curve, though single readings can be large or run the other way; the % refers to the polarisation; further: potency means the concentration at half of the fitted maximal effect; % of control where 0% means no effect; many of its hits are not listed in these tables
FBPA coupling cs: coupling enzyme interference in Giardia aldolase counter-screen | coupling enzyme system counterscreen, AmpLite Red fluorescence | activity change, negative = inhibition, % at 58.2 µM, hits read low | 0.67% of 290,000 active; in the data active means activity change below about -30%; further: on the % scale 0 is the no-effect control and ±100 the full control effect
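First, compound is pin-transferred into glyceraldehyde-3-phosphate coupling-enzyme reagent at 57.5 uM final and held 10 min at RT. Next, substrate, coupling system and AmpLite Red are added. After 20 min RT, fluorescence (525/598 nm) is read.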
TRPV1 agonist: activates the human vanilloid receptor TRPV1 | TRPV1-expressing cells, Fluo-8 calcium influx, agonist mode | AID 540275 | Q8NER1 | activation, % at 8.33 µM | 0.19% of 320,000 active; in the data active means activation above about 80%; inconclusive means between about 30% and that limit; further: 0% is about no effect
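Fluo-8 calcium influx in TRPV1-expressing cells, kinetic read (ex 480/em 520 nm). Compound added and read 3 min for agonist activity, followed by capsaicin at EC20 final and 2 min further read for enhancement.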
Numbers without * were called inactive; i = inactive; ? = inconclusive; . = no result given; [ ] = another dose, or the depositor's remark. Unless noted, the call rests on the fitted dose curve; in most records, active means well fitted curve in the direction sought with a large enough effect; inconclusive means small, poorly fitted or top-dose-only effect, or another doubt; inactive means no such curve, though single readings can be large; an effect the other way counts as inactive or inconclusive. This is a subset; the hit share may differ from the screen's.

SMILES | PKM2 activator | hERG WT inh | Giardia kill | B2AR arrestin | GALK inhibitor | KCNH2 3.1 block | USP2a inh | CXXC DNA block | Menin MLL FP TR | FBPA coupling cs | TRPV1 agonist
C[C@@H]1C(=O)O[C@@H]2[C@H](O)C34[C@H]5C[C@@H](C(C)(C)C)C36[C@H](OC(=O)[C@@H]6O)OC4(C(=O)O5)[C@@]12O (stereo not given in full) | 2% | 3 | 31[activator] | 0.2% | . | 5 | -1% | 0% | 1% | 3 | 0
CC(C)Cc1nnc(NC(=O)C2=COCCO2)s1 | . | 1 | -5 | 0.0% | . | -1 | 0% | . | . | . | 10
Cc1c(NC(=O)COC(=O)c2cc3c4ccccc4n(C)c3s2)c(=O)n(-c2ccccc2)n1C | 7% | -9 | 31[activator] | -0.8% | 0% | -3 | 6% | -5% | -3% | 1 | -10
COc1ccc(CCNc2nc(C)nc3c2nnn3Cc2ccccc2)cc1 | 7% | 11 | 10 | -3.7% | -2% | 9 | -2% | 16% | 2% | 0 | 0
CC(=NNC(=O)CSc1nc2ccccc2o1)c1ccco1 | . | 2 | 0 | 0.9% | . | 17 | -5% | . | . | . | .
O=C(N/N=C/c1ccccc1)c1n[nH]c2c1CCCC2 | -8% | 2 | -28 | 0.1% | 1% | 2 | 5% | 9% | 6% | 2 | 83*
CCC(=O)N1CCc2cc(Br)cc(S(=O)(=O)NCC3CCCN3CC)c21 (stereo not given) | -7% | -6 | 13 | 0.2% | 1% | 2 | 2% | -1% | 6% | 4 | 3
CCCCc1nc2ccccc2c(=O)n1NC(=O)c1c(O)c2cccc3c2n(c1=O)CC3 | 0% | 0 | -9 | 0.3% | 5% | -7 | 3% | -15% | 10% | 1 | 0
N#Cc1ccccc1NC(=O)c1ccc2c(Cl)c3c(nc2c1)CCCC3 | -14% | 6 | -14 | 0.0% | 0% | -6 | 5% | 18% | 4% | -2 | 2
O=C(NCCCn1ccnc1)c1cc(S(=O)(=O)N2CCOCC2)c(Cl)cc1Cl | -4% | -4 | 12 | 0.2% | 4% | 5 | 3% | 1% | -10% | 1 | 0
CCC(=O)Nc1ccc(S(=O)(=O)N2CCOCC2)cc1 | -3% | 4 | -10 | 0.2% | 0% | -1 | 3% | 14% | -1% | 2 | 0
COc1cc(CN(CC2CCCO2)C(=O)c2cccs2)cc(OC)c1OC (stereo not given) | . | -7 | -16 | 0.2% | 4% | -1 | 2% | -11% | . | . | 5
CN(c1ccc(OCC(=O)NCc2cccnc2)cc1)S(=O)(=O)c1ccc(Cl)cc1 | -30% | 25 | 18 | -0.2% | -3% | 7 | 2% | 2% | 8% | 4 | ?
CCOC(=O)c1c(S(=O)(=O)N2CCN(C)CC2)c(C)n(C)c1C | . | -7 | -3 | 0.3% | 1% | 2 | 0% | 8% | -2% | -4 | 1
O=C(CSc1cccc[n+]1[O-])N1CCCCCC1 | 1% | -2 | -7 | 0.5% | 10% | 3 | 0% | -4% | 0% | 1 | 1
COc1cc(/C=N/NC(=O)c2c(-c3ccccc3)noc2C)ccc1O | -3% | -5 | 9 | . | 2% | -3 | . | -3% | 11% | 0 | 3
Nc1cccc(Cl)c1N1CCOCC1 | -3% | -10 | 1 | 0.0% | 3% | 14 | -1% | 3% | 1% | 2 | 3
Cc1ccc(N(CC(=O)NCc2ccccc2Cl)S(=O)(=O)c2c(C)noc2C)cc1 | -2% | -13 | -1 | -0.6% | 15% | -3 | -1% | 9% | -9% | 0 | 3
C[C@H]1CCC(=O)N([C@H](CC#N)Cc2ccccc2)CC1 | 1% | -5 | -22 | -0.5% | . | 0 | 3% | 6% | 1% | 2 | 0
Cc1ccc(NC(=O)COC(=O)CN2C(=O)c3ccccc3C2=O)cc1S(=O)(=O)N(C)C | -3% | -8 | -15 | -0.1% | 0% | -3 | 3% | 3% | -16% | 2 | 0
Cc1ccc(SCc2cc(=O)[nH]c(Nc3nc(C)c4ccccc4n3)n2)cc1 | 5% | 18 | 15 | -0.7% | -2% | -8 | 2% | 4% | 7% | -4 | 2
COc1cc(NC(=O)C2CCC(=O)N2S(=O)(=O)c2ccc(C)cc2)cc(OC)c1 (stereo not given) | -4% | 0 | 10 | -0.5% | -4% | 6 | -1% | 3% | 15% | 1 | 1
O=C(NCc1cn2ccccc2n1)c1ccc2c(c1)OCO2 | -2% | 4 | -1 | -0.1% | 5% | -12 | -1% | 0% | 0% | 7 | -3
Cc1ccc(S(=O)(=O)N2CCN(C(=O)Cn3nc(C)c([N+](=O)[O-])c3C)CC2)cc1 | . | 2 | 1 | -0.1% | . | -8 | 0% | . | . | . | -2
Cc1ccc(Nc2nc(Cl)c(C=O)s2)cc1 | 3% | 4 | 8 | 1.2% | . | 18 | -1% | 58%[activator] | . | 1 | 6
COc1cc(C=O)c(Br)cc1OCc1ccc(C)cc1 | 1% | 1 | -5 | -0.8% | 3% | -9 | 2% | 1% | -5% | 0 | 2
Cc1cnc(C(=O)Oc2c(C)ccc(C)c2C)cn1 | 1% | -7 | 36[activator] | 0.3% | 6% | 61 | 6% | 7% | -1% | 1 | 2
Cc1ccc(SCC(=O)NC(=O)NCCC(C)C)c(C)c1 | 2% | -3 | -7 | -0.2% | 1% | -9 | 0% | -2% | -9% | 0 | 11
N#Cc1c2c(c(-n3cnc4ccccc43)n3c1nc1ccccc13)CCC2 | -15% | 18 | -12 | -0.3% | -1% | 18 | 1% | -3% | ? | . | -3
Cc1nc2c(C)cccc2c2c1CCS2 | -6% | -5 | -18 | -0.3% | -2% | 5 | -2% | -11% | . | -1 | -1
Cc1ccc(-c2cc(-c3ccccc3)nc(N(C)N)n2)cc1 | 2% | 4 | -28 | -0.4% | -4% | 1 | 1% | -2% | 30% | -1 | ?
O=[N+]([O-])c1cccc(/C=C/c2nc(C=Nc3ccc4ccccc4c3)c(O)o2)c1 | -1% | 6 | -12 | -0.2% | 0% | -6 | 3% | 4% | . | -1 | .
CCS(=O)(=O)c1ncc(Cl)c(C(=O)Nc2ccccc2OC)n1 | 1% | -4 | -14 | -1.0% | 4% | 2 | 2% | -1% | ? | -4 | -5
O=C(CN(Cc1ccccc1)C1=NCCS1)c1ccccc1 | 3% | 10 | 2 | -0.1% | 0% | -3 | 0% | 0% | 0% | 0 | 3
NC(=O)[C@@H]1CCCN1C(=O)c1cc(COc2ccc3c(c2)CCCC3)on1 | -2% | -6 | 19 | 0.2% | -1% | 9 | 3% | -1% | . | . | -1
C/C(CCc1ccc2c(c1)OCO2)=N\NC(=O)c1ccccc1Br | . | i | -28 | 0.1% | 2% | -12 | 1% | -6% | 3% | 0 | 22
Nc1ccc(C(=O)C(=O)c2ccc(N)cc2)cc1 | -2% | -20 | -1 | 0.5% | 5% | -3 | 3% | 5% | 14% | 3 | -1
Cc1ccc(S(=O)(=O)C(C#N)=C2N(C)c3ccccc3N2C)cc1 | 15% | -7 | -19 | 0.2% | -2% | 18 | 7% | -1% | -4% | 0 | 3
O=C(COc1ccccc1Cl)Nc1ccccc1C(=O)NC1CC1 | . | -4 | -12 | -0.3% | . | -6 | 3% | . | . | . | 11
CCOC(=O)C1=C(C)NC(=O)C1CC(=O)Nc1ccccc1 (stereo not given) | 15% | . | . | 0.5% | 2% | . | -2% | -10% | -26% | -42* | -3
COc1ccc(C)cc1S(=O)(=O)N1CCC2(CC1)OCCN2S(=O)(=O)c1ccccc1 | . | -8 | 2 | 0.0% | . | -3 | 4% | . | . | . | 6
COc1ccc(OC)c(C(C[N+](=O)[O-])c2c(C)cc3ccccn23)c1 (stereo not given) | . | 7 | -10 | -0.4% | -2% | 2 | 0% | 0% | -17% | -3 | 3
NS(=O)(=O)c1ccc(CCNC(=O)CN2CCN(S(=O)(=O)c3ccccc3F)CC2)cc1 | . | 4 | 1 | -1.1% | . | -6 | 1% | . | . | . | .
Cc1ccc(NC2Sc3ccccc3NC2=O)cc1 (stereo not given) | 0% | -8 | -17 | 0.1% | 9% | 5 | 1% | 15% | ? | -3 | ?
CCn1c(SCC(=O)N2CCCCC2C)nnc1-c1ccco1 (stereo not given) | . | -3 | -2 | 0.1% | -3% | -8 | 2% | 2% | 1% | 1 | 5
O=C(COC(=O)CNS(=O)(=O)/C=C/c1ccccc1)NC1CCS(=O)(=O)C1 (stereo not given) | -1% | -1 | 21 | -0.5% | 1% | 9 | 4% | 16% | -2% | -2 | -1
O=C(CSc1nc(-c2ccco2)cc(C(F)(F)F)n1)N1CCc2ccccc2C1 | 4% | -3 | 9 | -0.3% | 0% | 1 | -1% | -3% | 21% | -10 | 8

Assay outcomes: PubChem, National Center for Advancing Translational Sciences (NCATS)
